Screens deposited in PubChem BioAssay by National Center for Advancing Translational Sciences (NCATS).
FBPA Giardia inh: inhibitors of Giardia lamblia fructose-1,6-bisphosphate aldolase; A8B2U2; purified Giardia FBPA; Potency, µM (highest dose often 59.6 µM), for inactives: at the highest dose activity, negative = inhibition, usual class: inhibitors; 290,000 tested, 0.71% active; further: potency means the concentration at half of the fitted maximal effect; nearly all actives have a fitted effect of over 55% in size
Target sequence (A8B2U2 whole entry, looked up): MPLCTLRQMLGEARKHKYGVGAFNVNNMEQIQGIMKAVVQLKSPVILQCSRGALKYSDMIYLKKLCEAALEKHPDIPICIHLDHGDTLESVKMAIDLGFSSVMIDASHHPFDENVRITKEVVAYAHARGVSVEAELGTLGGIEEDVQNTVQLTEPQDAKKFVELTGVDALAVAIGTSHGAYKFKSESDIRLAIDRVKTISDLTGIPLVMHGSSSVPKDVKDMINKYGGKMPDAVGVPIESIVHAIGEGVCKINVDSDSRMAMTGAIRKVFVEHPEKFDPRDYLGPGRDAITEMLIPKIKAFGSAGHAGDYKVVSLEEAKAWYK
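Giardia FBPA (40 nM reagent) was preincubated 10 min at RT with compound (up to 57.5 uM final), then substrate plus GAPDH/TPI/NAD/arsenate coupling system with diaphorase/resazurin was added; resorufin fluorescence (525/598 nm) was read after 20 min.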
AmpC inh detg: AmpC beta-lactamase inhibition with detergent present; AID 485294; AmpC hydrolysis of nitrocefin, absorbance 480 nm, 0.01% Triton; Potency, µM (highest dose often 114 µM), for inactives: at the top dose activity change, negative = inhibition, hits mostly inhibitors; 370,000 tested, 0.041% active;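 further: potency means the concentration at half of the fitted maximal effect; 0% = no-compound wells and -100% = no-enzyme wells; nearly all actives have a fitted effect of over 25% in size; some results filed as inactive show a strong effect at the top dose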
Target sequence (P00811 whole entry, looked up): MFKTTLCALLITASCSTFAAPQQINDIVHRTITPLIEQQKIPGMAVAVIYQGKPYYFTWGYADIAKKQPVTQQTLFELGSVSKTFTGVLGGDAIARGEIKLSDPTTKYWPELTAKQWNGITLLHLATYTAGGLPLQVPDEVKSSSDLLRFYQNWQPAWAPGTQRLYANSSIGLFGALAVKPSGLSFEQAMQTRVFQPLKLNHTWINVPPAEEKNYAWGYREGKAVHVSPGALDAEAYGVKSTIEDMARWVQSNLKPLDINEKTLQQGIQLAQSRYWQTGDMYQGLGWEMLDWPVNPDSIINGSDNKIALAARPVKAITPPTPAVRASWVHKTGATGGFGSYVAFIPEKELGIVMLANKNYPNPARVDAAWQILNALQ
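20 mM phosphate pH 7.0 + 0.01% (detergent screen) or 0.0001% Triton X-100; 5.3 nM AmpC reagent; cpd preinc 15 min RT; nitrocefin (800 uM stock) to start; A480 q20 s × 4 min; Activity was normalised to no-enzyme and no-compound control wells.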
AMA1-RON2 inh: disrupts binding of P. falciparum AMA1 to RON2; Potency, µM (top dose mostly 58.2 µM), for inactives: at the top dose activity change, negative = inhibition, most hits filed as inhibitors; AID 720542; AlphaScreen AMA1-biotinylated RON2 peptide binding; 360,000 tested, 0.2% active;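 further: potency means the concentration at half of the fitted maximal effect; 0% = vehicle wells and -100% = peptide control; nearly all actives have a fitted effect of over 45% in size; some results filed as inactive show a strong effect at the top dose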
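AMA1 (3D7) with his tag at 25 nM final met compounds first, then biotinylated RON2 peptide at 25 nM; detection used donor plus acceptor beads, 10 µg/mL apiece, read by AlphaScreen after 30 min at room temperature.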
HCMV inh: human cytomegalovirus inhibition. HFF cells, HCMV-luciferase reporter, 72 h; stronger effect = lower value. activity change, negative = inhibition, % at 57.5 µM. 410,000 tested, 4.5% active. AID 1259415; in the data active means activity change below about -60%; inconclusive means no clear call, values can overlap the other calls; inactive means above about -39%
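HFF cells seeded 16 h at 37C, treated with compounds, infected with luciferase-reporter HCMV at MOI 1 PFU/cell; luciferase read at 72 h post infection, normalized to buffer-only and Salinomycin controls.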
HCV inh: blocks hepatitis C virus; Huh7.5.1 HCVcc-Cre infection, luciferase reporter, 44 h; Potency, µM (titrated, usually from 41.8 µM), inactives show at the top dose activity change, negative = inhibition, most hits filed as inhibitors; 340,000 tested, 3.4% active; AID 651820; further: potency means the concentration at half of the fitted maximal effect
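Luciferase read-out (15 sec integration) after a 15 min room-temperature substrate step quantifies HCVcc-Cre infection. Cells, 1,000 per well, had compound added 4 h post-plating, then virus at ~0.5 moi, and were cultured 44 h.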
Sm TGR block: inhibitors of Schistosoma mansoni thioredoxin glutathione reductase. Potency, µM (titrated, usually from 114 µM), for inactives: top-dose activity change, negative = inhibition, hits mostly inhibitors. AID 485364. purified TGR, DTNB reduction, TNB absorbance 405 nm. Q962Y6. 360,000 tested, 3% active; further: potency means the concentration at half of the fitted maximal effect; nearly all actives have a fitted effect of over 60% in size
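First, TGR (20 nM dispensed) and NADPH were mixed with compound. Second, a 15 min room-temperature incubation followed. Third, further NADPH and then DTNB were added to start the reaction. Finally, TNB absorbance was monitored kinetically.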
Numbers without * were called inactive; ? = inconclusive; · = no result given; & = joins results of further samples; [ ] = remark or other dose. Unless noted, the call rests on the fitted dose curve; in most records, active means well fitted curve in the direction sought with a large enough effect; inconclusive means small, poorly fitted or top-dose-only effect, or another doubt; inactive means no such curve, though single readings can be large; an effect the other way counts as inactive or inconclusive. Unless noted, on the % scale 0 is the no-effect control and ±100 the full control effect. Hits appear at their usual frequency. Share with any hit: about 9.3%.

SMILES | FBPA Giardia inh | AmpC inh detg | AMA1-RON2 inh | HCMV inh | HCV inh | Sm TGR block
COc1ccc2cc3c(N)nn(C(=O)c4ccccc4[N+](=O)[O-])c3nc2c1 | -4% | -4% | 2% | -70* | ? | -6%
COc1ccc(-c2cc(C)no2)cc1S(=O)(=O)N1CCN(C(=O)c2ccco2)CC1 | · | -2% | -8% | 14 | -21% | ?
O=C(O)/C(=C\c1cccc(OCc2ccccc2)c1)c1ccc(F)cc1 | -3% | -1% | 19% | -20 | -3% | -12%
CCC(Sc1nc2cc(OC)c(OC)cc2c(=O)n1Cc1ccc(OC)cc1)C(=O)NCCOC (configuration not stated) | 0% | -3%&1% | -1% | 83&-5 | 3% | 1%&-1%
Cc1ccccc1NC(=O)c1c(C)oc2ccc(O)c(CN3CCC(C)CC3)c12 | · | 15% | · | -28 | · | 3%
CCC1CCC(C(=O)NC(CCSC)C(=O)NCCc2ccc(S(N)(=O)=O)cc2)CC1 (configuration not stated) | 12% | -4% | 0% | -26 | -5% | -2%
O=C(Nc1ccccc1Cl)N1CCN(c2ccccn2)CC1 | 4% | 2% | 0% | 2 | 12% | -19%
CCOC(=O)c1cccc(NC(=O)CCc2c(C)nn(-c3ccc(N4CCCCC4)nn3)c2C)c1 | · | -7% | · | -9 | · | -2%
O=C(COc1ccccc1)N/N=C/c1ccc2c(c1)OCO2 | 1% | 3% | 0% | 24 | 3% | -3%
N=Cc1c(O)n(-c2ccccc2)c(=O)n(-c2ccccc2)c1=O | 4% | -16% | 1% | 15 | 11% | 16%
Cc1ccc(N2CC(C(=O)Nc3ccccc3C(=O)N3CCOCC3)CC2=O)cc1 (configuration not stated) | 9% | 1% | -4% | 34 | 26% | 0%
CCc1cccc(NC(=O)CNS(=O)(=O)c2ccc3nc(C)sc3c2)c1 | · | 1% | · | 9 | · | 1%
CCN1CCN(C(=O)c2ccc(-c3nc4ccccc4s3)s2)CC1 | 4% | -1% | 4% | -33 | ? | 16%
CCOC(=O)C1=C(CC)OC(N)=C(C#N)C1c1cccs1 (configuration not stated) | -13% | 1% | 57%[activator] | 32 | 3% | -27%
O=C(Nc1ccc(Cl)cc1C(=O)Nc1ccncc1)c1ccco1 | -3% | 0% | 2% | 23 | 11µM* | 40µM*
CC1(CC(=O)N/N=C/c2ccc(OCc3ccc(Cl)cc3Cl)cc2)OCCCO1 | -2% | ? | 46%[activator] | 12 | -16% | 1%
Cn1c(=O)n(C/C=C/c2ccccc2)c(=O)c2c1nc1n2CCN1c1ccccc1 | · | 21% | · | 49 | · | 7%
Fc1ccc(-c2cnn3c(-c4cccs4)ccnc23)cc1 | 0% | -9% | -3% | 303 | ? | -4%
CCN(CC)S(=O)(=O)c1ccc(N2CCCC2)c(NC(=O)Cc2c(F)cccc2Cl)c1 | · | -7% | 4% | -12 | -13% | 0%
Cc1ccnc(NS(=O)(=O)c2ccc(Cl)nc2)c1 | -5% | 2% | 12% | 0 | 6% | 35%
S=C(c1ccc(-c2cc(Cl)ccc2Cl)o1)N1CCCCC1 | 7% | 1% | -8% | ? | ? | 3%
Cn1cc(CN2CCN(CCc3ccccc3)C(CCO)C2)cn1 (configuration not stated) | 0% | 6% | -6% | 13 | -2% | 6%
COc1cc(NC(=O)Nc2cccc([N+](=O)[O-])c2)cc(OC)c1 | -6% | ? | 4% | -34 | -8% | -3%
COc1ccc(-c2nnc(SC(C)C(=O)Nc3c(C)n(C)n(-c4ccccc4)c3=O)o2)cc1 (configuration not stated) | 3% | ? | -11% | -6 | 15% | 11%
COc1ccc(NC(=O)CN(c2ccc([N+](=O)[O-])cc2)S(=O)(=O)c2ccccc2)c(OC)c1 | -10% | -11% | ? | 2 | ? | -8%
CCOc1cccc(C2NCc3ccccc3-n3cccc32)c1O (configuration not stated) | -7% | 2% | -5% | -12 | -17% | -3%
CC(=O)N1CCc2c(sc3c2c(=O)n(-c2ccc(C)cc2)c(=O)n3CC(=O)Nc2ccccc2)C1 | · | -5% | · | 73 | · | 2%
COc1cc(/C=N/NC(=O)c2ccc3c(c2)OCCO3)cc(Cl)c1O | · | -4% | 26% | 32 | 19% | -15%
CCc1cccc(NC(=O)c2cc(S(=O)(=O)N(C)C)ccc2N2CCCC2)c1 | 2% | -1% | 0% | -21 | -7% | 15%
COc1ccc(C2=NOC(C(=O)Nc3ccc4c(c3)OCO4)C2)cc1OC (configuration not stated) | -29% | 2% | 8% | 38 | 1% | -10%
CCOC(=O)C1=NNC(C(=O)c2ccc(OC)cc2)C1c1ccccc1 (configuration not stated) | 0% | -3% | -6% | 28 | -12% | -8%
COc1cc(C(C)=O)ccc1OC(=O)C(C)N1C(=O)c2ccccc2C1=O (configuration not stated) | 0% | -20% | -2% | 32 | 2% | -14%
CCC(=O)N(CCc1ccccc1)Cc1cc2cc3c(cc2[nH]c1=O)OCO3 | 0% | 2% | 4% | 6 | -14% | 5%
CC(=Nc1ccc(Br)cc1)c1sc2ccccc2c1O | -13% | 4% | 65%[activator] | 71 | ? | 0%
Cc1ccc(CSc2nnc(-c3ccco3)o2)cc1 | 7% | 5% | 34%[activator] | 5 | 0% | -22%
Cc1nn2c(C)c(C(=O)N3CCN(c4ccccc4F)CC3)cnc2c1-c1ccc(F)cc1 | · | 4% | · | -1 | · | 4%
CCCNC(=O)c1cnn(-c2ccc(C)c(C)c2)c1C1CCN(C(=O)OC(C)(C)C)CC1 | · | -1% | · | 0 | · | 1%
Fc1cccc(Cl)c1/C=C/c1cnc2ccccc2n1 | 3% | -5% | 6% | -36 | ? | -4%
CC(C)OC(=O)CSc1nnc(SCc2cccc3ccccc23)s1 | 1% | ? | 61%[activator] | 0 | 10% | -1%
Cc1cccc(NC(=O)c2ccc3[nH]c(C)cc(=O)c3c2)c1 | · | 27% | · | 2 | · | 1%
CCOc1ccc2[nH]c(=O)c(CN(CC3CCCN3CC)C(=O)NCc3ccccc3)cc2c1 (configuration not stated) | -20% | ? | -1% | -4 | ? | 28%
C[C@]12c3[nH]c4ccccc4c3CCN1C(=O)C(CC(=O)NCC13CC4CC(CC(C4)C1)C3)C[C@@H]2C(=O)N1CCCCC1 (some centres not stated) | · | · | -7% | -76* | 1% | ·
Cc1cc(C)c(NC(=O)Cn2c(=O)n(Cc3ccc4c(c3)OCO4)c(=O)c3ccccc32)c(C)c1 | · | 15% | · | -6 | · | 6%
ClC(=C\c1ccccc1)/C=N/N1CCN(c2ccccn2)CC1 | 0% | ? | -20% | -70* | 17% | 1%
Cc1cccc(Nc2nnc(C)c(=O)n2N)c1 | 2% | 3% | 51%[activator] | 7 | 9% | 5%
CCOC(=O)NC(=O)CSc1nc2ccc(C)cc2[nH]1 | -2% | -7% | -5% | ? | -10% | -6%
CCN1CCN(Cc2ccc(NC(=O)c3ccc(C)c(NC(=O)c4ccc5n[nH]nc5c4)c3)cc2C(F)(F)F)CC1 | 17% | 1% | 81%[activator] | 36 | 3% | 5%
CN(Cc1nc2ccccc2c(=O)[nH]1)C(=O)c1cc2c(s1)CCCCC2 | · | · | 9% | -18 | 0% | ·
COc1ccc(-c2onc(C)c2-c2ccccc2)c(O)c1 | -2% | -10% | -10% | -15 | ? | 1%
COc1ccccc1N(CC(=O)N1CCCCCC1)S(=O)(=O)c1ccc(C)cc1 | 4% | 1% | 0% | -25 | -19% | 6%
CCn1c2ccccc2c2cc(/C=N/NC(=O)c3cc(O)cc(O)c3)ccc21 | -24% | 3% | -7% | -16 | ? | 10%
COc1ccccc1NS(=O)(=O)c1cccc(C(=O)N/N=C/c2ccc([N+](=O)[O-])o2)c1 | · | 3% | -17% | -36 | 11µM* | ?
Cc1ccc(NC(=O)CCNC(=O)c2ccccc2Cl)cc1S(=O)(=O)N(C)C | 0% | -7% | 11% | -1 | -2% | -20%
Cc1nc2cc(-c3ccccc3)nn2c(C)c1CCC(=O)NCc1ccco1 | -5% | 8% | -5% | 16 | -16% | ?
O=C(CSc1nc2[nH]ncc2c(=O)n1-c1ccccc1Cl)N1CCCC1 | -1% | 1% | -2% | -2 | 5% | -2%
O=C(NCc1ccc2c(c1)CCN2C(=O)c1ccc(F)cc1)c1ccc(Br)o1 | · | 5% | · | 0 | · | -14%
Cc1nn(C)c(C(=O)Sc2cccc(Cl)c2)c1[N+](=O)[O-] | -1% | 2% | 1% | -5 | 4% | 1.4µM*
Fc1ccc(C(c2nnnn2CCc2ccccc2)N2CCCc3ccccc32)cc1 (configuration not stated) | -1% | 1% | ? | -2 | ? | -1%
Cc1cc(NC(=O)C(C)SCC(=O)OC(C)C(=O)Nc2cccc(C#N)c2)no1 (configuration not stated) | · | 0% | -8% | -11 | ? | 1%
COc1ccc(C(=O)NC(=S)Nc2ccccc2F)cc1 | -16% | -14% | -3% | 160 | -7% | -19%

The results go on:
SMILES | FBPA Giardia inh | AmpC inh detg | AMA1-RON2 inh | HCMV inh | HCV inh | Sm TGR block
Cc1ccc(SCC2CNc3nc4ccccc4c(=O)n32)c(C)c1 (configuration not stated) | -10% | -4% | 7% | 18 | 7% | -3%
CN(C(=O)COC(=O)c1ccc2ccccc2n1)c1ccccc1 | · | · | -10% | -4 | 10% | ·
O=C(CCC(=O)N(CC(=O)NC1CCCC1)Cc1ccc(F)cc1)Nc1nccs1 | 4% | -1% | 0% | 4 | -14% | 1%
Cc1cc(C)c(C#N)c(Nc2cccc(Br)c2)n1 | 2% | -1% | 17% | 34 | ? | -1%
CS(=O)(=O)N(Cc1ccc(F)cc1)Cc1nc2ccccc2c(=O)[nH]1 | 0% | 6% | -9% | -8 | 11% | 6%
COc1cc2cc(CCOC(=O)c3ccc(C(F)(F)F)cc3)oc(=O)c2cc1OC | · | 5% | 1% | 6 | 2% | ?
O=C(Nc1ccc(Cl)cn1)c1cccc(S(=O)(=O)N2CCOCC2)c1 | 4% | -2% | 31% | 7 | -2% | 9%
CCN(CC)C(=O)c1ccc(NS(=O)(=O)c2ccc(/C=C/C(=O)O)cc2)cc1 | 15% | ? | -8% | 89 | 16% | -11%
CCOc1ccc(C(=O)c2cc([N+](=O)[O-])ccc2Cl)cc1 | 4% | -5% | ? | 39 | -15% | 8%
CC(C)(C)c1ccc(OCCNC(=O)c2ncn[nH]2)cc1 | -24% | ? | 89%[activator] | -14 | 25% | 4%
COC(=O)c1ccc(COc2ccc(C(=O)c3ccccc3)cc2)o1 | 0% | 5% | -4% | 51 | -20% | 6%

Complete entries as entered above. Values in the order: FBPA Giardia inh | AmpC inh detg | AMA1-RON2 inh | HCMV inh | HCV inh | Sm TGR block
Shown for `CN(C(=O)COC(=O)c1ccc2ccccc2n1)c1ccccc1` : · | · | -10% | -4 | 10% | ·
Shown for `O=C(CCC(=O)N(CC(=O)NC1CCCC1)Cc1ccc(F)cc1)Nc1nccs1` : 4% | -1% | 0% | 4 | -14% | 1%
Shown for `O=C(Nc1ccc(Cl)cn1)c1cccc(S(=O)(=O)N2CCOCC2)c1` : 4% | -2% | 31% | 7 | -2% | 9%
Shown for `COC(=O)c1ccc(COc2ccc(C(=O)c3ccccc3)cc2)o1` : 0% | 5% | -4% | 51 | -20% | 6%
